GPR55 activation = selective activators of receptor GPR55 – imaging, U2OS cells, beta-arrestin-GFP redistribution, primary screen (AID 1961); U2OS GPR55 beta-arrestin-GFP redistribution imaging; higher % means a stronger effect; activation, % at 10 µM; hits with a dose series show EC50 in µM; 0.048% of 290,000 active;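 active = activation above 40% with more than 50 cells counted in the well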;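 also: U2OS osteosarcoma cells stably expressing GPR55 and beta-arrestin-GFP; plate controls were DMSO negative control for no effect and LPI positive control for full effect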
KOR beta-arrestin-1 = KOR agonists, beta-arrestin recruitment, primary screen, cell-based, luminescence, uHTS (AID 1777); KOR beta-arrestin recruitment, luminescence; higher % means a stronger effect; activation, % at 10 µM; hits with a dose series show EC50 in µM; 0.02% of 280,000 active; in the data active = activation above about 50%, passing the limit was not always enough; also: a part of the inactive calls stands beside numbers as strong as those of hits
GPR55 antagonists = GPR55 antagonists blocking LPI-driven arrestin recruitment, primary screen, imaging, U2OS, beta-arrestin-GFP, LPI agonist (AID 2013); 0.13% of 290,000 active; one-dose inhibition, % at 10 µM; IC50 in µM for titrated hits; U2OS GPR55 beta-arrestin-GFP translocation imaging, LPI antagonism; higher % means a stronger effect;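 active = spots per cell inhibited over 60%, with over 100 cells counted and total cytoplasm intensity under 500,000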;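 also: U2OS cells stably carrying GPR55 and arrestin-GFP stimulated by 5 µM LPI near EC80; imaged beta-arrestin-GFP aggregate spots per cell after agonist stimulation; plate controls were LPI-stimulated DMSO wells for no effect and DMSO wells without LPI for full effect; some results filed as inactive read as strong as hits; confirmed hits need IC50 under 10 µM and bright autofluorescent wells are also inconclusive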
KOR beta-arrestin-2 = KOR antagonists, beta-arrestin recruitment, cell-based, luminescence, uHTS (AID 1778); KOR beta-arrestin recruitment, luminescence, antagonist mode; higher % means a stronger effect; inhibition, % at 10 µM; hits with a dose series show IC50 in µM; 0.091% of 290,000 active; in the data active = inhibition above about 50%; also: strong numbers were not always called active
Rac1 GTP hydrolysis = MgcRacGAP GTPase-activating activity inhibitors, confirmation, biochemical, ADP Hunter fluorescence; MgcRacGAP-stimulated Rac1 GTP hydrolysis, ADP Hunter fluorescence; higher % means a stronger effect; GST-tagged Rac1 F28L mutant substrate; one-dose inhibition, % at 30 µM; IC50 in µM for titrated hits; 0.6% of 340,000 active;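 active = first-screen hits whose inhibition reached a set limit at any dose in the follow-up dose series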;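 also: fluorescence reports GDP produced by GAP-driven GTP hydrolysis; strong numbers were not always called active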
NTR1 agonist = NTR1-driven beta-arrestin-GFP spot formation – imaging, U2OS cells, high content, primary screen (AID 493036); activation, % at 20 µM; 0.17% of 330,000 active; P30989; agonist mode;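 active = activation at or above 40% of the spot to cytoplasm intensity ratio, with at least 20 cells analyzed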;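 also: 0% = DMSO without peptide and 100% = 100 nM NTR1 peptide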
Target sequence (P30989 whole entry, looked up): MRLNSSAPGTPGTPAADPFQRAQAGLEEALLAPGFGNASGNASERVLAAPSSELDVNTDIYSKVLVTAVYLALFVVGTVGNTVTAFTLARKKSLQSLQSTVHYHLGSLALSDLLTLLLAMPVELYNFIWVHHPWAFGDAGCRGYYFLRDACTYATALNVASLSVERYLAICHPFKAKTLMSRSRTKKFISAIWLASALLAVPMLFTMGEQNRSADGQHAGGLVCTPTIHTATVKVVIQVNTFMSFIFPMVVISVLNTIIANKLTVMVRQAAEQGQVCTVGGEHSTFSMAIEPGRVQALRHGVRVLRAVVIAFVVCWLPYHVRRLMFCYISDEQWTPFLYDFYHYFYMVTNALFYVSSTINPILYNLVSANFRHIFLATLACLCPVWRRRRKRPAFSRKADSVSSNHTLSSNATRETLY
NOD1 inhibition = inhibition of NOD1-driven NF-kB reporter – cell-based, luminescence, uHTS, primary screen (AID 1578). NOD1-driven NF-kB luciferase reporter cells, luminescence; higher % means a stronger effect. one-dose inhibition, % at 4 µM; EC50 in µM for titrated hits. 1% of 290,000 active; in the data active = inhibition mostly above about 36%, no sharp cut-off; inactive = mostly below about 34%;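 also: HEK-293T reporter cells stimulated with the NOD1 agonist gamma-tri-DAP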
K1F lysis inhibition = protection from phage-mediated lysis, alamar blue read-out – E. coli UTI89, K1F phage, bacterial capsule biogenesis inhibitors (AID 488966) | E. coli UTI89 K1F phage lysis, alamar blue, 2 h; higher % means a stronger effect | one-dose inhibition, % at 100 µM; IC50 in µM for titrated hits | 0.02% of 340,000 active;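 active = phage lysis inhibition, versus mean bacterial control, above a set limit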;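 also: capsule biogenesis inhibitors block K1F phage lysis so surviving cells raise fluorescence; higher fluorescence means more inhibition of phage lysis; actives were called in the ten point dose series up to 300 µM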
GPR35 antagonists = inhibition of zaprinast-stimulated GPR35 beta-arrestin translocation – imaging, U2OS, beta-arrestin-GFP, zaprinast agonist, primary screen (AID 2058) | U2OS GPR35 beta-arrestin-GFP translocation imaging, zaprinast antagonism; higher % means a stronger effect | one-dose inhibition, % at 10 µM; IC50 in µM for titrated hits | 0.052% of 290,000 active;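 active = inhibition of at least 50% with at least 30 cells and total cytoplasm GFP at most 10,000,000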
NTR1 agonist cell count 20 µM = further read-out of NTR1 agonist, marked with its call; cell count; measured here: cell count, cytotoxicity flag
Starred values were filed as active, the others as inactive; / = no result given; [ ] = dose if it differs, or a comment. A portion of the library. The share of hits here may be higher or lower than overall.

SMILES	GPR55 activation	KOR beta-arrestin-1	GPR55 antagonists	KOR beta-arrestin-2	Rac1 GTP hydrolysis	NTR1 agonist	NTR1 agonist cell count 20 µM	NOD1 inhibition	K1F lysis inhibition	GPR35 antagonists
c1ccc(-n2cccc2)c(N2CCCCC2)c1	0.3%	-0.1%	-4%	30%	/	-0.6	45	10%	/	12%
Cc1c(O)c2cccnc2[nH]c1=O	-0.3%	11%	11%	-25%	1%	4.6	41	-22%	-0.9%	8%
COC(=O)CSc1[nH]c2cc(C)ccc2c1[N+](=O)[O-]	-0.1%	-0.3%	1%	-2%	10%	6.4	53	-34%	-0.3%	12%
CC(C)CCn1c(N2CCCC2)nc2c1c(=O)n(C)c(=O)n2C	-0.2%	0.1%	-2%	-33%[20 µM]	15%	0.6	59	15%	0.1%	-10%
COc1ccc2[nH]c(=O)c(CN(C3CCCCC3)C(c3nnnn3Cc3ccco3)C(C)C)cc2c1 (stereo not given)	0.6%	8.5%	9%	-2%	13%	1.8	54	-4%	-0.2%	2%
CCCOC(c1ccccc1)(c1ccc(C(F)(F)F)cc1)C(Oc1nc(C)cc(C)n1)C(=O)O (stereo not given)	-0.1%	-4.0%	12%	-6%	-8%	1.2	69	26%	-0.5%	4%
C/C(=N/NC(=O)c1ccoc1C)C12CC3CC(CC(C3)C1)C2	0.0%	1.7%	3%	-22%	11%	3.8	57	-31%	0.2%	8%
Cc1ccc(C)c(Oc2nnnn2-c2ccccc2)c1	-0.1%	2.4%	8%	-17%	-1%	-0.3	78	-28%	-0.2%	3%
CC(=O)Cc1cc(O)c2ccccc2c1OC(=O)c1ccccc1	-0.1%	0.9%	-10%	-42%[20 µM]	11%	-2.0	33	7%	-1.0%	11%
CCCC(c1nnnn1Cc1ccccc1)N1CCN(c2ccccc2OC)CC1 (stereo not given)	-0.3%	-4.9%	4%	-17%	3%	0.4	53	-3%	-0.1%	-5%
CN(C(=O)COc1cc(C(F)(F)F)nn1C)c1ccccc1	0.3%	-4.0%	-8%	-9%[20 µM]	2%	-1.8	25	-14%	0.2%	9%
O=C1c2ccccc2C2(c3ccccc3)NCCCN12 (stereo not given)	-0.1%	/	11%	18%[20 µM]	3%	0.8	38	-26%	0.1%	10%
O=C(c1cc(-c2ccco2)nn1-c1cccc(Cl)c1)N1CCCCC1	-0.2%	-4.4%	6%	9%	-6%	3.6	40	-4%	-0.6%	11%
O=C1c2ccccc2C(=O)N1CCc1nc2ccccc2c(=O)n1CCCn1ccnc1	0.4%	-3.8%	7%	17%	8%	0.1	52	-4%	0.6%	-13%
C=CCN(CC=C)CCOc1ccc(OC(C)C)cc1	0.2%	0.4%	20%	-13%	26%	-1.3	70	-33%	-0.1%	9%
Cc1ccc(NC(=O)CSc2nnc(NC(=O)C3CC3)s2)cc1C	0.6%	3.1%	-6%	-36%	7%	1.5	57	-22%	0.2%	15%
Cc1ccc(NC(=O)CSc2nc3ccc(Nc4nc(N5CCOCC5)nc(N5CCOCC5)n4)cc3s2)cc1	-0.1%	-2.3%	-6%	-27%	7%	14	126	-16%	0.7%[50 µM]	8%
CCOc1ccccc1NC(=O)Cc1ccccc1OC	-0.2%	-3.2%	2%	18%	11%	-0.2	61	-40%	5.2%	-5%
O=C1c2nccnc2C(=O)N1c1ccc(F)cc1	-0.5%	-3.4%	13%	17%	-8%	-1.7	46	-42%	1.4%	-1%
Cc1ccccc1C1=Nn2c(nnc2-c2ccco2)SC1	-0.3%	-1.5%	-9%	12%	15%	-1.0	56	1%	1.3%	-3%
CCOc1ccccc1NC(=O)C(C)CC (stereo not given)	0.1%	2.8%	-2%	-7%	3%	-0.2	46	-24%	-1.1%	-8%
O=C(COc1ccccc1)NNC1=NS(=O)(=O)c2ccccc21	0.6%	-1.4%	13%	1%	4%	0.2	79	-43%	-0.4%	20%
O=C1C(Cl)=C(Nc2ccc(F)cc2)C(=O)N1CCc1ccccc1	-0.2%	19%	2%	-12%	8%	2.2	77	-13%	0.0%	7%
COc1ccc(CCNC(=O)C2CCN(S(=O)(=O)c3ccc(OC)cc3)CC2)cc1	0.6%	-5.9%	12%	10%	11%	-0.1	62	18%	1.3%	15%
CCN(Cc1ccc(OC)c(F)c1)C(=O)c1oc2ccccc2c1COC	-0.1%	6.7%	-1%	-16%	4%	0.5	41	-20%	-0.1%	3%
CCC(C)NC(=O)CC(c1ccc(OC)cc1)n1cccc1 (stereo not given)	0.3%	-4.6%	-2%	23%	14%	-1.8	42	-16%	-0.2%	4%
O=C(CCCc1ccccc1)Nc1ccnn1C1CCN(Cc2ccc(Cl)cc2)CC1	-0.2%	4.3%	6%	-4%	11%	0.2	61	-9%	0.2%	-12%
CC1CCN(Cc2nnnn2CCCC(=O)NCCc2cnn(C)c2)CC1	-0.1%	-1.0%	6%	29%	-1%	-0.8	52	-18%	0.4%	5%
COc1ccc(N=c2cc(-c3ccc(O)cc3)oc3ccccc23)cc1	0.1%	3.5%	39%	17%	9%	2.4	83	-6%	0.2%	-23%
CCCCNC(=O)c1ccccc1NC(=O)C1=C(C)OCCS1	-0.1%	-8.6%	-2%	7%	11%	-0.6	100	-6%	0.2%	4%
Cc1ccc(S(=O)(=O)CC(=O)Nc2ccc3nc(C)sc3c2)cc1	-0.3%	-7.5%	2%	5%	0%	0.1	69	-11%	0.1%	-4%
COC(=O)c1ccc(C)c(NC(=O)c2nn(C)c(=O)c3ccccc23)c1	-0.2%	0.7%	-6%	-20%	5%	3.4	56	-45%	0.9%	11%
CCOC(=O)COc1cc2c(C(=O)OCC)c(C)oc2cc1Br	-0.2%	2.1%	-3%	4%	8%	-0.7	85	2%	0.1%	5%
COc1cc(C2c3sc(=O)[nH]c3SC3C(=O)N(c4ccc(C)cc4)C(=O)C32)ccc1O (stereo not given)	0.2%	0.4%	0%	32%	14%	-1.0	58	-2%	1.0%	12%
CCCC1=C(C(=O)OCC)C(/C=C/c2ccccc2)n2ncnc2N1 (stereo not given)	0.2%	-7.7%	3%	0%	4%	1.8	64	-9%	5.5%	-14%
O=C(c1ccc(COc2ccc3ccccc3c2)o1)N1N=C(C(F)F)CC1(O)C(F)F (stereo not given)	-0.4%	-1.6%	0%	-6%	15%	26	48	-40%	-0.7%	-5%
Cc1ccc(SCC(=O)Nc2ncc(C)s2)cc1	-0.1%	2.7%	-22%	-5%	5%	-3.2	76	3%	1.7%	5%
Oc1ccccc1C1=Nc2ccccc2N=C(c2cccs2)C1	-0.1%	6.7%	1%	-16%	-2%	3.3	58	12%	1.9%	10%
COc1ccc(C(=O)/C(C#N)=N/Nc2ccccc2[N+](=O)[O-])cc1	0.1%	4.8%	-12%	-65%	9%	-1.0	54	43%	0.5%	-1%
Cc1ccc2cc(CCNC(=O)c3ccc(S(=O)(=O)N4CCOCC4)cc3)c(=O)[nH]c2c1C	-0.1%	2.7%	9%	2%	6%	1.7	62	-41%	2.3%[50 µM]	-7%
Clc1ncn(C23CC4CC(CC(C4)C2)C3)n1	-0.1%	0.9%	16%	-16%	9%	1.3	65	7%	0.3%	0%
COc1ccc(CCNC(=O)c2c(O)c3ccccc3[nH]c2=O)cc1	0.0%	-0.7%	/	1%	7%	-1.0	53	2%	0.3%	-2%
O=C(Nc1c2n(c(=S)n(-c3ccccc3)c1=O)CCCCC2)c1ccccc1	-0.3%	1.3%	-13%	-3%	10%	1.1	51	0%	0.1%	10%
C=C1CCN([C@H](C(=O)NCc2ccccc2)C(C)C)S(=O)(=O)c2ccccc21	0.0%	4.8%	-4%	-9%	2%	18	104	-9%	-0.7%	-12%
CCOC(=O)c1ccc(NC(=O)C2(c3ccc(Cl)cc3)CCCC2)cc1	1.8%	1.6%	10%	20%	8%	3.1	43	16%	0.1%	5%
Cc1ccc(C(=O)Nc2ccccc2C(=O)O)cc1S(=O)(=O)NC1CCCCC1	0.0%	2.3%	8%	-3%	6%	1.0	53	-18%	-0.2%	5%
CCCOc1ccc(CCCN=C(N)N)cc1Cl	-0.2%	5.5%	0%	22%	/	0.8	53	-4%	/	-4%
O=C(Nc1ccc(Oc2nnc(-c3ccccc3)c3ccccc23)cc1)c1ccccc1	-0.4%	4.5%	-5%	-5%	37%	1.1	98	-33%	2.7%	-9%
Cc1cccc(N(CC(=O)Nc2ccccc2-c2ccccc2)S(=O)(=O)c2ccccc2)c1C	-0.2%	-6.4%	7%	-10%	6%	1.1	37	36%	2.9%	22%
CCCCc1nnc(NC(=O)C2=COCCO2)s1	0.0%	-5.1%	28%	19%	4%	-0.7	56	-75%	0.2%	7%
COC(=O)N(NC(=O)C(O)(c1ccccc1)c1ccccc1)c1ccccc1	1.0%	-3.6%	7%	11%	2%	-2.4	53	-33%	1.2%	-4%
CCc1ccccc1NC(=O)COc1cccc(-n2cnnn2)c1	-0.1%	17%	-6%	-54%	8%	-0.6	38	23%	0.2%	0%
CCOC(=O)c1sc(=NC(=O)CCSc2ccccc2)n(C)c1C	0.6%	-1.7%	17%	13%[20 µM]	0%	0.6	42	-37%	0.5%	-14%
CC12C(=O)N(c3ccccn3)C(=O)C1C1C=CC2C1 (stereo not given)	-0.2%	-7.5%	5%	39%	0%	-1.8	37	16%	5.1%	5%
CC(C)Cc1nc2sc3c(c2c(=O)n1N)CC(C(C)C)OC3 (stereo not given)	-0.1%	-3.0%	12%	6%	12%	-3.3	110	-8%	0.2%	-10%
COc1ccccc1C(OC(=O)c1cccs1)C(=O)NCc1ccco1 (stereo not given)	-0.2%	14%	1%	2%	2%	-2.4	95	3%	-0.5%	9%
COc1cccc(CNC(=O)CCCc2c[nH]c3ccccc23)c1	-0.1%	9.0%	2%	-21%	2%	2.1	65	-40%	-0.2%	3%
Cc1ccc(C2(C)NC(=O)N(CC(=O)NCc3cccc(Cl)c3)C2=O)cc1 (stereo not given)	0.0%	1.1%	2%	5%	8%	-0.8	90	-15%	0.1%	14%

For convenience, two of the compounds above.
SMILES	GPR55 activation	KOR beta-arrestin-1	GPR55 antagonists	KOR beta-arrestin-2	Rac1 GTP hydrolysis	NTR1 agonist	NTR1 agonist cell count 20 µM	NOD1 inhibition	K1F lysis inhibition	GPR35 antagonists
Clc1ncn(C23CC4CC(CC(C4)C2)C3)n1	-0.1%	0.9%	16%	-16%	9%	1.3	65	7%	0.3%	0%
COc1ccc(CCNC(=O)c2c(O)c3ccccc3[nH]c2=O)cc1	0.0%	-0.7%	/	1%	7%	-1.0	53	2%	0.3%	-2%

Source: PubChem BioAssay (several laboratories)
